Screening data from PubChem.
FLuc stim CS: FLuc activators, initial screening, artefact control for FLuc-dependent activation tests, biochemical, ATPlite luminescence. ATPlite luciferase biochemical, 10 min; 0 = ATP-free wells, 1 = DMSO control. AID 1027, 2008. 200,000 tested, under 10 active. activation factor at 10 µM;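 active = luciferase activation factor, scaled between plate controls, of at least 2 with compound at 10 µM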
Target sequence (P08659 whole entry, looked up): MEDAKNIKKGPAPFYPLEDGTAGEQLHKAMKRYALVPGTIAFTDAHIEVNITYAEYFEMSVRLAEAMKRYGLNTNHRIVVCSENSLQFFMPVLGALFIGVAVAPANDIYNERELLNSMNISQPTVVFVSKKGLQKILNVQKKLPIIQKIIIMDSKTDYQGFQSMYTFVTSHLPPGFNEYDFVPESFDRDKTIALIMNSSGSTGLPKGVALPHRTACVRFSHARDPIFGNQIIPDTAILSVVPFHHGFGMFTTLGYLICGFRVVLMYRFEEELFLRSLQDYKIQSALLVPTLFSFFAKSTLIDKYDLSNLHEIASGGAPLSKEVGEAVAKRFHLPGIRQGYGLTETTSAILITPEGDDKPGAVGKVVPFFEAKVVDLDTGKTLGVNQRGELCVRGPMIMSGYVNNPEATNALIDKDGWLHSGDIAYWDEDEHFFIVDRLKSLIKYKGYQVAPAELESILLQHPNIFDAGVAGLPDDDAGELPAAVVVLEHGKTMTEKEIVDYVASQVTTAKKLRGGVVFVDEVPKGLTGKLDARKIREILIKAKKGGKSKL
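System: luciferase plus luciferin reagent, cell-free; medium: PBS as buffer for the ATP substrate; dosing: test compounds dosed from 2 mM stocks in 100% DMSO; timing: 10 min post-reagent at room temperature; measured by: luminescence measurement of luciferase light output; evaluation: luciferase activation, seen as luminescence increase over controls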
FLuc inh counter: firefly luciferase enzyme inhibitors, primary screen, artefact control for luciferase-based inhibitor screens, biochemical, luminescence, ATPLite | Luciferin 4-monooxygenase (Photinus pyralis), P08659 | 10 min | inhibition, % at 10 µM | hit rate 1.5% among 200,000 | AID 1006, 2008;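 active = inhibition above about 50% when tested at 10 µM, limit read from the data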
STAT3 inh: IL-6 driven STAT3 reporter inhibitors, primary screen, U3A cells, luciferase, luminescence, MLSCN library; hit rate 0.89% among 190,000; IL-6 STAT3-luciferase reporter; host cell line lacks STAT1; inhibition, % at 5.5 µM;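 active = inhibition above the mean inhibition across all screened compounds plus 3 SD, cut at about 44% in these data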;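 note: 0% = DMSO only wells and 100% = 100 µM nifuroxazide control wells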
ROMK mod: ROMK potassium channel modulators, primary screen, cell-based, thallium flux, MLSMR library | Tet-inducible ROMK, thallium flux fluorescence; actives lie on both sides | hit rate 2% among 130,000 | B-score at 10 µM | ATP-sensitive inward rectifier potassium channel 1 (Homo sapiens), P48048;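 active = signal ratio slope over the read window, or its plate-corrected B-score, at least 3 SD from the plate mean, either direction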;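 note: B-score of the F/F0 ratio slope over 7 to 12 s after thallium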
Target sequence (P48048 whole entry, looked up): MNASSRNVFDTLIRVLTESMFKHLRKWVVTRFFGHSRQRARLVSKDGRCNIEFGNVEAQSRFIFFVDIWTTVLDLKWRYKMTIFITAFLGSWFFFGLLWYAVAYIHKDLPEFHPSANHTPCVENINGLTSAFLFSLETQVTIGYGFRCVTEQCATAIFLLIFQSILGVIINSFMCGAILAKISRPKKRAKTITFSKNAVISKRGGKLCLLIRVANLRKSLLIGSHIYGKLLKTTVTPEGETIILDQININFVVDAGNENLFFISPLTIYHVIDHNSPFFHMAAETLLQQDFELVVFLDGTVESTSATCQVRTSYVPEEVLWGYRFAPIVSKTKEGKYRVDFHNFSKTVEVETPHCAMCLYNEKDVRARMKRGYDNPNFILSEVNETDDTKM
NF-kB neuron act: activators of NF-kB expression in neurons, primary screen, cell-based, HTS; human neuronal cells, NF-kB reporter expression; hits give high values; fold change at 12.5 µM; hit rate 1.6% among 190,000; AID 1239, 2008; in the data active = fold change above about 3.3
STAT1 activator: STAT1 signaling activators, primary screen, cell-based, HTS, luciferase reporter | NIH 3T3 STAT1-luciferase reporter, IFN-gamma, luminescence; 100% = IFN-gamma alone, no compound | activation (% of control), % at 5.5 µM | hit rate 2.6% among 200,000 | AID 932, 2007;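 active = activation above the screen-wide mean activation plus 3 SD, cut at about 130% in these data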;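 note: raw ratio to IFN-gamma control signal so 100% means no change and 0% no light; values of inactives mirror those of a sister screen read the other way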
APP 5'UTR act: activators of APP 5'UTR luciferase reporter, primary screen, SH-SY5Y cells | SH-SY5Y APP 5'UTR luciferase reporter, luminescence; zero percent = DMSO vehicle wells | activation, % at 2 µM | hit rate 1% among 190,000 | AID 1276, 2008;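 active = activation above a set limit, based on mean plus 3 SD of controls, cut at about 140% in these data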; note: values of inactives mirror those of a sister screen read the other way
APP 5UTR inh: inhibitors of APP translation via 5'UTR reporter, primary screen, APP 5'UTR luciferase, SH-SY5Y cells | hit rate 0.82% among 190,000 | inhibition, % at 2 µM | AID 1285, 2008 | SH-SY5Y APP 5'UTR-luciferase reporter, luminescence;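 active = inhibition above a set limit, derived from the sample mean plus 3 SD, cut at about 45% in these data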; note: values of inactives mirror those of a sister screen read the other way
STAT1 inh: STAT1 signaling inhibitors, primary screen, cell-based, HTS, luciferase reporter; NIH 3T3 STAT1-luciferase reporter, IFN-gamma, luminescence; inhibition, % at 5.5 µM; hit rate 0.35% among 200,000; AID 920, 2007;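 active = inhibition above a set limit, the mean inhibition across all tested compounds plus 3 SD, cut at about 34% in these data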;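 note: 0% = IFN-gamma with DMSO and 100% = IFN-gamma with 300 µM nifuroxazide; values of inactives mirror those of a sister screen read the other way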
STAT3 activator: IL-6 driven STAT3 reporter potentiators, primary screen, U3A cells, luciferase, luminescence, MLSCN library. IL-6 STAT3-luciferase reporter; 100% = signal with IL-6 EC80 alone. hit rate 0.91% among 190,000. activation (% of control), % at 5.6 µM. AID 871, 2007;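 active = activation above the screen-wide mean of compound activation plus 3 SD, cut at about 130% in these data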;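 note: 0% = background luminescence of wells with medium and substrate only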
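Assay system – human STAT1-deficient U3A cells with stable STAT3-luciferase reporter · Also added – IL-6 (33 ng/mL) · Schedule – compound 1 h, then IL-6 6 h at 37 °C · Technique – reporter luminescence signal · Evaluation – % activation versus median of IL-6-stimulated wells · Benchmarks – IL-6-only wells as 100% reference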
Starred values were filed as active, the others as inactive; . = no result given. An unsorted share of the library; overall some 7.1% were active at least once.

SMILES	FLuc stim CS	FLuc inh counter	STAT3 inh	ROMK mod	NF-kB neuron act	STAT1 activator	APP 5'UTR act	APP 5UTR inh	STAT1 inh	STAT3 activator
Cc1ccc(NC(=O)c2ccc(S(=O)(=O)N3CCC(C)CC3)cc2)cc1	1	-2.6	7.2	0.289	0.9	98.9	-13.8	13.8	1.2	94.2
CCc1nnc(SCc2ccc(OC(C)C)cc2)n1N	1	-3.9	-6.2	-0.0108	0.99	103.3	10.5	-10.5	-3.6	107.8
COc1ccc(C2=NOC(C(=O)NCc3ccc(F)cc3)C2)cc1 (stereo unspecified)	1	-1.8	1.0	.	1.09	108.0	-2.5	2.5	-8.8	103.5
C=CCNc1ncnc2c1[nH]c1ccc(Cl)cc12	0.9	9.6	39.3	0	1.74	114.4	45.6	-45.6	-15.5	70.2
CCOC(=O)N1CCN(C(=O)c2ccc3c(SCC(=O)O)c4c(nc3c2)CCCC4)CC1	1	-4.0	-0.5	.	1.16	102.3	-5.4	5.4	-2.5	104.8
COc1cc(/C=N/NC(=O)c2c(-c3ccccc3)noc2C)ccc1O	1.1	-7.6	4.8	-0.143	0.9	95.4	-3.1	3.1	5.0	96.2
Cc1cc2cc(C)c3nnc(SCC(=O)Nc4ccc(S(=O)(=O)N5CCCCC5C)cc4)n3c2cc1C (stereo unspecified)	1.1	-6.9	2.9	-0.261	0.74	100.8	2.2	-2.2	-0.9	95.6
CCCn1c(C)cc(C(=O)CN2C(=O)c3cccc(N)c3C2=O)c1C	1	-2.9	-14.5	0.377	1.3	123.1	17.4	-17.4	-25.1	118.1
COc1ccc(S(=O)(=O)N(C)CC(=O)NC2CCCC2)cc1Cl	1	-4.6	2.2	-0.0238	0.85	104.3	4.8	-4.8	-3.2	100.0
CCOC(=O)c1cc2c(ccn2C)n1Cc1cc(C)ccc1C	1.1	-7.0	6.0	.	0.89	104.0	-20.4	20.4	-4.5	98.0
CC1CC(=O)C2=C(C1)Nc1ccccc1SC2c1ccc(F)cc1 (stereo unspecified)	1.1	-5.5	3.8	.	1.03	108.1	6.0	-6.0	-9.1	99.0
COc1ccc(C2C3=C(CC(C)(C)CC3=O)Oc3ncn(CC(C)C)c(=N)c32)cc1 (stereo unspecified)	1	-3.0	6.5	-2.43	0.7	101.9	17.6	-17.6	-2.1	102.1
O=C(NC(=S)Nc1ccc(S(=O)(=O)Nc2nccs2)cc1)c1ccc(F)cc1	1	-4.8	3.2	.	0.99	94.0	-4.3	4.3	6.6	93.9
CCN(CC)c1ccc(C(=O)n2cnc3ccccc32)cc1	0.9	9.3	-5.1	.	3.13	129.6*	23.5	-23.5	-30.0	110.1
CC(NC(=O)Nn1cnnc1)(C(F)(F)F)C(F)(F)F	1.1	-6.7	3.1	.	0.97	97.8	-19.4	19.4	2.4	100.3
CCOc1ccc(NC(=S)NC(=O)/C=C/c2ccc(C)cc2)c([N+](=O)[O-])c1	1	4.7	11.2	0.493	1.44	109.1	1.2	-1.2	-10.1	96.1
Cc1ccc(S(=O)(=O)c2cnc(-c3ccccc3)nc2N2CCCCC2)cc1	1	-0.8	2.7	-0.264	0.87	104.1	-16.5	16.5	-6.7	103.3
Cc1nn(Cc2ccc(C(=O)N3N=C(C(F)F)CC3(O)C(F)F)o2)c(C)c1[N+](=O)[O-] (stereo unspecified)	1	-4.4	-4.6	-0.0742	1.25	92.5	-6.4	6.4	8.1	102.4
CN(C)CCNC(CC(=O)Nc1ccc(Cl)c(Cl)c1)C(=O)O (stereo unspecified)	.	.	5.8	.	.	99.2	-5.8	5.8	0.9	96.8
COc1ccc(NC(=O)N(CCN2CCCC2)Cc2cc3cc(OC)c(OC)cc3[nH]c2=O)cc1	1.1	-8.1	-9.2	.	0.99	105.5	8.3	-8.3	-6.6	110.4
O=C(CN(Cc1cccs1)C(=O)CSc1nnc(COc2ccccc2)o1)NC1CCCC1	1.1	-6.1	-4.1	.	0.98	91.6	-11.7	11.7	9.0	107.4
CN(CC(=O)Nc1ccc(S(N)(=O)=O)cc1)Cc1ccccc1F	1.1	-5.2	0.4	-1.13	1	100.8	-12.2	12.2	-1.9	100.7
NNC(=O)c1cccc(COc2cccc(Br)c2)c1	1	-0.6	5.2	.	1.8	111.0	43.1	-43.1	-12.3	97.0
CCN(CC)CCOC(=O)c1ccc(NC(=O)C(C)NC(=O)C23CC4CC(CC(C4)C2)C3)cc1 (stereo unspecified)	1.1	-5.1	6.4	-0.69	0.89	94.5	-10.5	10.5	6.1	94.1
CCCc1nc2c(=O)n(C)c(=O)nc-2n(C)n1	1.1	-5.0	94.3*	.	.	15.9	-30.2	30.2	92.5*	20.4
O=C(Nc1ccc2c(c1)ncn2-c1ccccc1)c1ccco1	0.7	28.9	9.4	1.07	1.24	139.6*	69.8	-69.8	-55.5	94.7
Cc1ccc2nc(-c3ccc(S(=O)(=O)N4CCCCC4)cc3)cn2c1	1.1	-5.6	20.3	0.263	0.7	117.1	7.4	-7.4	-19.0	84.9
CS(=O)(=O)N(CC(=O)Nc1ccccc1)c1cccc(Cl)c1Cl	1	-3.3	-2.7	-0.392	1.38	104.0	22.5	-22.5	-4.4	107.6
CC(C)(C(=O)c1ccccc1)/[N+]([O-])=C/c1ccc(F)cc1	.	.	10.1	.	.	99.9	1.3	-1.3	0.1	100.1
Cc1cccc(N)c1-c1c(C)cccc1N	1.1	-9.5	5.5	0.385	1.07	93.2	14.9	-14.9	7.8	97.2
Cc1cccc(S(=O)(=O)c2c(N)n(Cc3ccco3)c3nc4ccccc4nc23)c1	1.1	-9.4	12.2	-2.89*	0.48	85.2	-0.6	0.6	16.1	95.0
COCCNC(=S)NC(=O)c1ccc(C(C)(C)C)cc1	0.6	36.5	6.7	.	1.38	125.6	10.0	-10.0	-29.8	98.1
COc1cc2ncnc(NCc3ccccc3C)c2cc1OC	1.1	-7.0	-1.2	.	0.57	90.5	4.0	-4.0	10.6	105.8
CCN(CC)C1=CC(=[N+]2CCCC2)CC(C)(C)C1	1	-1.8	29.9	-0.16	1.06	81.1	1.0	-1.0	20.9	76.6
Cc1ccc2nc3ccc(N4CCCCCCC4)nn3c(=O)c2c1	0.4	62.3*	4.4	-0.00084	2.1	143.6*	4.0	-4.0	-48.1	96.9
Nc1nnc(SCC(=O)Nc2cc(C(F)(F)F)ccc2N2CCOCC2)s1	0.9	5.3	-5.6	-0.0585	1.53	97.6	-2.4	2.4	2.6	102.0
O=C(CN1CCN(Cc2ccc3c(c2)OCO3)CC1)N1CCc2[nH]c3ccccc3c2C1	1.1	-6.9	0.8	.	0.79	99.7	-0.8	0.8	0.4	102.8
CC(=O)c1cc(C(C)=O)c(C)nc1C	1	-2.9	3.0	-0.252	0.79	99.2	4.7	-4.7	1.1	105.8
CC(=O)c1ccc(N2CCN(C(=O)c3cccc(Oc4ccccc4)c3)CC2)cc1	1	-0.9	-3.1	-2.03	0.99	106.3	-0.9	0.9	-7.2	109.5
Cn1c(CSc2ncn[nH]2)nc2ccccc21	1	1.0	4.0	.	0.84	98.5	9.9	-9.9	1.7	97.2
CCOC(=O)c1ccc(N=C2SC(C(=O)Nc3ccc(C(=O)O)cc3)CC(=O)N2Cc2cccs2)cc1 (stereo unspecified)	1.1	-10.7	2.7	0.000971	.	99.7	14.7	-14.7	0.8	103.0
CCn1nc(C)c(C(=O)Nc2cc(Oc3ccc(Cl)cc3)cc([N+](=O)[O-])c2)c1C	1	-3.0	-2.8	2.38	1.21	96.8	2.1	-2.1	3.4	102.6
O=C(COc1ccccc1[N+](=O)[O-])N1CCC(Cc2ccccc2)CC1	1.1	-6.1	-0.3	-0.692	0.9	97.1	2.8	-2.8	1.6	101.9
CC1CCN(C(=O)COc2cccc3c2CCN(Cc2ccccc2)C3=O)CC1	1	-1.8	4.5	.	0.87	89.8	2.3	-2.3	9.8	99.2
COc1ccc(C(C(=O)NC2CCCCC2)N(C(=O)c2cccs2)c2ccc3c(c2)OCO3)cc1 (stereo unspecified)	1.1	-6.0	13.3	.	1.2	96.3	-5.5	5.5	4.1	98.2
Cn1c(=O)[nH]c(=O)c2c1nc(SCCN1CCOCC1)n2CCCc1ccccc1	1	-3.8	7.5	.	0.87	100.7	-5.1	5.2	-0.8	101.2
O=[N+]([O-])c1ccc2[nH]c3c(c2c1)CCCC3O (stereo unspecified)	1.1	-5.6	17.0	-0.575	.	101.6	-8.3	8.3	-1.3	90.1
Cc1ccc2c(c1)cc(CN(Cc1ccc3c(c1)OCO3)C(=O)c1cnccn1)c1nnnn12	1.1	-9.2	-5.8	.	0.57	100.1	-19.8	19.8	-0.1	109.4
CC1=C(C)[N+](=O)C2CCCCC2N1[O-] (stereo unspecified)	1.1	-7.7	8.6	-0.469	0.9	90.8	-5.1	5.1	10.1	95.5
O=C(CCc1ccc(CCC(=O)c2cccs2)s1)c1cccs1	1	-3.9	2.6	.	1.31	106.9	27.0	-27.0	-6.0	103.4
COc1ccccc1C1OC(c2cccc([N+](=O)[O-])c2)=NN1C(C)=O (stereo unspecified)	1	-4.8	4.8	0.0731	0.96	91.8	-8.9	8.9	8.1	102.0
CCCCn1c(C)cc(/C=C(\C#N)C(=O)O)c1C	1	0.5	-23.4	0.432	1.05	119.1	-8.4	8.3	-21.4	116.8
COCCNC(=O)C1CC(=O)N(CCc2ccccc2)C1 (stereo unspecified)	1.1	-5.5	-1.0	-0.216	1.46	106.6	-3.6	3.6	-7.3	103.1
COc1cccc(/C=C2\C(=O)N(c3cccc(C)c3)C(=O)c3ccccc32)c1	1	-2.7	4.0	.	1.35	97.1	-6.6	6.6	3.3	96.5
C/C(N)=C(/C#N)C(=O)COC(=O)c1cccc(O)c1	1	0.7	6.6	0.578	1.32	110.6	8.7	-8.7	-11.1	101.6
